DAX1 inh-1: inhibitors of human orphan nuclear receptor DAX1 (NR0B1). P51843. AID 504766. 340,000 compounds, 0.99% hits. inhibition, % at 6.75 µM. HEK293 Gal4-DAX1 luciferase reporter, luminescence;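 active means inhibition above the mean over all tested compounds plus 3 SD, cut at about 4.2% in these data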;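 further: 0% = DAX1-transfected cells with DMSO and 100% = empty-vector control cells with DMSO; inhibition shows as a rise in luminescence from relieved DAX1 repression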
Target sequence (P51843 207-470 limits assumed): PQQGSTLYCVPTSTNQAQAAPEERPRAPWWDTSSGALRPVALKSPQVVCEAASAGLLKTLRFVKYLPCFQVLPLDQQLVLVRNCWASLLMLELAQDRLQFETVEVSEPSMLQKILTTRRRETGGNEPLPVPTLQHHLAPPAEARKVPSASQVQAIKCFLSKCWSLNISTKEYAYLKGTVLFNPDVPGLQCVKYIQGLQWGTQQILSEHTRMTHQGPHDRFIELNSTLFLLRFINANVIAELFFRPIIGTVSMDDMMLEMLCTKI
NPR1 activator: GC-A (human) enzyme activation; P16066; HEK293 GC-A cells, cGMP TR-FRET, EC30 ANP; 0% at EC30 ANP, 100% saturating ANP; activation, % at 10 µM; 370,000 compounds, 0.14% hits; in the data active means activation above about 40%
DAX1 inh-2: inhibitors of DAX1 repression of SF-1 activated StAR promoter; HEK293T StAR-luciferase reporter, SF-1/DAX-1 repression relief; inhibition, % at 6.8 µM; 370,000 compounds, 1.1% hits; AID 652010;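 active means inhibition above the mean over all tested compounds plus 3 SD, cut at about 3.6% in these data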;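 further: 0% = DAX-1 cells with DMSO and 100% = cells lacking DAX-1 with DMSO; higher inhibition means more luminescence from relief of DAX-1 repression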
ADAM10 inh: inhibitors of human ADAM10; AID 720582; O14672; 370,000 compounds, 0.62% hits; recombinant ADAM10, EDANS/DABCYL FRET peptide cleavage, 3 h; inhibition, % at 7 µM;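 active means inhibition above a per-campaign cutoff equal to the mean of compounds falling between control-based bounds plus 3 SD, cut at about 20% in these data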;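 further: 0% = DMSO wells while the 100% control is not disclosed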
Target sequence (O14672 214-748 limits assumed): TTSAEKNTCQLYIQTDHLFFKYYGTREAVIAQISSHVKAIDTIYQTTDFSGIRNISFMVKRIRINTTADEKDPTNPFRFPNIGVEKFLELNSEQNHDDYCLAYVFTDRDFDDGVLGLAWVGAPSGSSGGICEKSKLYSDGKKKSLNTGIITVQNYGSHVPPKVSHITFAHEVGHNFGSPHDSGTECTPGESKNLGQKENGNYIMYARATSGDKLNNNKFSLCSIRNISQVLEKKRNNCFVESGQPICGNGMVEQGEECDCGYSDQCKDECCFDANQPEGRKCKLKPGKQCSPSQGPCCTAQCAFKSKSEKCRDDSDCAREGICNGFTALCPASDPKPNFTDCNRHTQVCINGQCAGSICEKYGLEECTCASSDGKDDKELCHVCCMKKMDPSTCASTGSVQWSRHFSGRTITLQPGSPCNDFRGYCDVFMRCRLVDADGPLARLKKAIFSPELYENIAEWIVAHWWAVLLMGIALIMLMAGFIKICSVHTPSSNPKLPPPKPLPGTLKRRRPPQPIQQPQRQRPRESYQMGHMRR
hgDAF12 agonist: hgDAF-12 agonism, primary luciferase screen; activation, % at 6.8 µM; HEK293 GAL4-hgDAF12 UAS-luciferase reporter, agonist luminescence; normalized to butyrate control; AID 687014; 370,000 compounds, 1.8% hits;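 active means activation above a cutoff set at the mean of all screened compounds plus 3 SD, cut at about 10% in these data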;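 further: 0% = DMSO wells and 100% = sodium butyrate wells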
hcDAF-12 act: H. contortus DAF-12 activation, primary screen; activation, % at 6.8 µM; HEK293 hcDAF-12 lit1-tk-luc reporter, luminescence; 0% DMSO, 100% Δ7-dafachronic acid; 370,000 compounds, 1.4% hits;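 active means activation above the mean of all tested compounds plus 3 SD, cut at about 5.5% in these data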;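 further: 100% = response to 3 µM Δ7-dafachronic acid high control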
ssDAF-12 act: S. stercoralis DAF-12 activation, primary screen; AID 652126; HEK293 ssDAF-12/GRIP1 lit1-tk-luc reporter, luminescence; % of 3 µM dafachronic acid response; activation, % at 6.8 µM; 370,000 compounds, 1% hits;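 active means activation above the mean over all tested compounds plus 3 SD, cut at about 0.9% in these data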;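 further: 0% = DMSO-only wells and 100% = 3 µM delta7-dafachronic acid wells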
sPLA2-III inh: Blocks human group III sPLA2 activity. QFRET BODIPY PC-A2 liposome hydrolysis, fluorescence. inhibition, % at 12.2 µM. 370,000 compounds, 0.56% hits. AID 743126;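 active means inhibition above mean plus 3 SD of compounds lying within the high and low control bounds, cut at about 19% in these data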;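 further: 0% = median of test compound wells and 100% = no enzyme DMSO wells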
GAA850 FXN act: activators of GAA850 frataxin (FXN) promoter; HEK293 lucGAA850 FXN promoter luciferase reporter, 24 h; percent of 10 µM SAHA response; activation, % at 6 µM; 360,000 compounds, 0.56% hits; AID 540364;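 active means activation above the average of all compounds screened plus 3 SD, cutoff fixed separately per campaign, cut at about 7.5% in these data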;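 further: 0% = DMSO wells and 100% = 10 µM SAHA wells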
NPR2 activator: GC-B (human) receptor activation; activation, % at 10 µM; HEK293-GC-B cells, CNP EC30, cGMP TR-FRET; 0% at EC30 CNP, 100% saturating CNP; AID 1920062; 370,000 compounds, 0.11% hits;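 active means activation at 10 µM reaching about 35% in either raw or pattern-adjusted values, limit read from the data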
SMARCA2 act: increases SMARCA2 function in MMTV reporter cells | MG213 cells, MMTV-luciferase reporter, dexamethasone, overnight | 370,000 compounds, 1% hits | activation, % at 9.1 µM; in the data active means activation above about 7.8%;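 further: 0% = vehicle wells and 100% = reference activator wells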
An asterisk follows results filed as active; x = no result given. Not a hit list. About 6.6% of those tested had a hit in this group.

Values run as follows: DAX1 inh-1, NPR1 activator, DAX1 inh-2, ADAM10 inh, hgDAF12 agonist, hcDAF-12 act, ssDAF-12 act, sPLA2-III inh, GAA850 FXN act, NPR2 activator, SMARCA2 act
COc1cccc(NC(=O)CSc2nnc3cc(C)nc(N)n23)c1
→ -0.4, -1, 1.2, -7, -2.2, -1.1, -1.6, -1, 0.9, -2, -2
C#CCOCCOCCOCCNc1nc(N2CCN(C(=O)[C@H](CCC(=O)O)n3cc([C@@H](N)CCCCN)nn3)CC2)nc(N2CCN(C(=O)[C@H](CCCCN)n3cc([C@@H](N)CC(N)=O)nn3)CC2)n1
→ -0.2, 3, -0.5, -7, -1.4, 0.3, -1.4, 4, 0.7, 5, 0
CC(C)Oc1ccc(Cc2n[nH]c(=S)n2Cc2ccccc2)cc1Cl
→ -0.2, 2, -0.2, 11, 0.0, 0.1, -1.4, 3, 3.7, 0, -2
CC(NC(=O)CCC(=O)N1CCN(S(=O)(=O)c2ccc(Cl)cc2)CC1)c1ccccc1 (configuration not stated)
→ -0.7, -1, -0.5, 1, -2.1, -1.3, -1.8, -12, 1.2, -5, -1
C=CCNC(=S)NC(=O)c1ccc(C)c(Br)c1
→ -0.3, -1, 0.3, 2, 6.7, 0.8, -0.6, 1, 4.5, 0, 2
CCc1ccccc1N(C1=NCCCS1)S(=O)(=O)c1ccc(C(C)(C)C)cc1
→ 0.6, -1, -0.6, 4, -1.6, 0.1, -1.3, -5, -1.0, -3, 1
O=C(C1CCC(=O)N(C2CC2)C1)N1CCC(Oc2ccccc2F)CC1 (configuration not stated)
→ 1.5, 4, -1.2, -18, 1.3, 2.2, -1.1, 3, 1.6, 1, 0
O=C(Cn1cnc2ccccc21)OCC(=O)N1CCCc2ccccc21
→ 0.5, -2, -0.2, -3, 0.3, 2.3, -0.5, 5, 0.8, 6, 2
CCc1ccc(NC(=O)NCc2ccc3c(c2)OCO3)cc1
→ -0.2, 7, -0.2, 0, 1.4, -0.3, 0.0, -4, 2.0, 0, -1
O=C(NNS(=O)(=O)c1ccc(Cl)cc1Cl)c1cc2ncc(C(F)(F)F)cc2s1
→ -1.4, 1, -0.1, 12, 3.9, 6.0*, 0.7, -17, 1.9, -1, -1
COc1cccc(Nc2ncccc2C(=O)NCc2ccccc2)c1
→ 0.5, -4, -0.7, -6, -2.0, -0.4, -1.1, -9, 3.2, -5, 2
Oc1cccc(Nc2nc(-c3ccccc3)nc3ccccc23)c1
→ -0.8, 2, -0.8, -11, -1.8, -2.0, -1.3, -35, 1.1, -3, -1
COC(=O)c1ccccc1NC(=O)COc1ccc(S(=O)(=O)N2CCCC2)cc1C
→ 1.2, 1, -0.9, -2, -0.2, -0.3, -1.5, 0, 1.1, -3, -3
Cn1nc(SCC(=O)O)sc1=S
→ 0.0, 1, -0.2, -3, 0.1, -0.3, -0.7, 1, -0.5, -7, 1
Cc1ccc(Oc2nc3ccccn3c(=O)c2/C=C(\C#N)C(=O)NC2CCS(=O)(=O)C2)c(C)c1 (configuration not stated)
→ 0.1, 2, -4.0, -158, 0.4, -1.9, 0.4, 2, 2.1, 5, 1
CCOc1ccccc1OCCOCCOc1ccccc1[N+](=O)[O-]
→ -0.4, -2, -0.3, 0, -0.6, -1.1, -1.8, -2, 2.5, 1, -4
COc1cc(CNC2CCCC2)cc(Cl)c1OCc1ccccc1F
→ 0.5, x, -0.3, 6, 0.0, 0.4, -0.8, -10, -1.7, x, -4
COc1ccc(C(=O)NCC(=O)OCC(=O)Nc2cccc(S(=O)(=O)N3CCCC3)c2)cc1
→ -0.1, 3, 0.2, -8, -1.8, -0.1, -1.6, 6, 0.6, 0, -4
CCC(=O)N1CCc2cc(S(=O)(=O)NCCC(=O)NCc3ccccc3OC)ccc21
→ 0.4, -4, -0.1, -2, -0.8, 1.2, -1.8, -2, 1.1, -1, -1
C=CCN(CC=C)C(=O)CN1C(=O)NC(Cc2c[nH]c3ccccc23)C1=O (configuration not stated)
→ 1.0, 4, 0.1, -2, 0.3, -1.3, -0.9, -53, 4.6, -1, -2
CC(C)CNC(=O)c1cccc2c(-c3cccc(C(N)=O)c3)coc12
→ x, 20, -0.2, 5, -1.4, -2.6, -0.5, -10, 1.4, 18, -3
COC(=O)[C@@]12C[C@@H](CC(=O)NCc3cccc4ccccc34)C(=O)N(Cc3ccccc3)C1=CCC(C)(C)C2
→ x, -4, -0.2, 17, -0.5, -1.5, -0.9, -23, x, -2, -3
CCOc1ccc(NC(=O)CN2C(=O)COc3ccc(S(=O)(=O)N4CCCC4)cc32)cc1
→ 0.2, 2, 0.1, -5, -3.3, 0.6, -0.7, 0, -1.3, 0, 0
CC1(C(=O)NS(C)(=O)=O)CCN1C(=O)Cc1ccc(Cl)cc1Cl (configuration not stated)
→ x, 7, 2.9, -5, 4.7, 0.1, -1.4, -1, -0.2, 7, -2
COc1ccc(CN(CC(O)COc2cccc3[nH]cc(C)c23)C(C)(C)C)cc1 (configuration not stated)
→ -0.1, -31, -0.3, -1, 0.6, 0.5, -1.1, -35, -1.2, -13, -4
CCN(CC)CCn1c(NCc2ccc3c(c2)OCO3)nc2ccccc21
→ -0.4, -6, 2.5, 1, 2.4, -0.9, -2.2, -2, -1.3, 0, -2
CCCCn1c(=N)n(CC(=O)C(C)(C)C)c2ccccc21
→ 2.7, 0, 0.1, 0, 0.2, -1.6, -1.4, 8, -0.1, -11, -1
Clc1ccc(-c2noc3c2-c2nc(Cc4cccc5ccccc45)sc2CC3)cc1
→ 0.4, 4, 0.5, -3, 0.8, 0.4, -1.3, -2, 1.9, 6, 0
CN(C)c1cccc(/C=C2\CC3(OC(=O)c4ccc(Cl)cc4)CCCN2C3)c1 (configuration not stated)
→ x, -1, -0.3, 0, 0.8, -1.2, -0.7, 19, x, -8, 2
CN1CCN(C(=O)c2cc(S(=O)(=O)Nc3ccccc3F)c(Cl)cc2Cl)CC1
→ 3.0, 3, 0.3, -8, -1.8, -0.6, -1.0, 18, -1.3, 7, -3
CC(=O)N[C@@H]1C[C@@H]2O[C@H](CO)CC[C@@H]2O[C@@H]1CCc1ccc(-c2ccc(F)cc2)cc1
→ x, 19, 0.2, -1, -2.8, -3.4, -0.5, 9, x, -3, -2
COc1ccc(/C=C/C(=O)Nc2ccccc2C(F)(F)F)cc1
→ 0.7, 3, 1.2, 3, 9.5, 2.2, -0.2, 2, 3.2, 3, 5
Cn1c(SCC(=O)NCC2CCCO2)ncc(C(=O)Nc2ccc(F)cc2)c1=O (configuration not stated)
→ -0.4, 33, 1.0, -9, -0.9, 2.0, 0.7, 14, 1.6, -4, -3
COc1ccc(/C=C2/SC(=O)N(CCNC(=O)C3CC(=O)N(Cc4ccccc4)C3)C2=O)cc1 (configuration not stated)
→ -0.7, -1, 0.8, -1, 4.5, 0.1, -1.3, -12, 0.8, -6, 0
O=C(c1cc(COc2ccc(F)cc2Cl)on1)N(CCO)Cc1cccs1
→ -0.4, 3, -0.4, 6, -2.3, -1.0, -0.7, -18, 3.8, -2, -2
Cc1ccc2cc(C#N)c(SCC(=O)N3CCCc4ccccc43)nc2c1
→ -0.8, 9, 0.4, 9, 1.2, 1.0, -0.9, 3, 3.2, -10, 0
Cc1cc2c(Nc3ccc(O)cc3)ncnc2s1
→ 0.3, -6, 0.3, 2, 2.5, 0.1, -1.0, 3, 2.9, -8, -2
CC(C)C(C)NC(=O)COc1ncnc2sccc12 (configuration not stated)
→ 1.6, 1, -0.3, 0, -2.8, -1.5, -1.2, 0, 2.3, 2, 3
N#Cc1ccc(CSc2nnc(-c3ccccn3)n2-c2ccc(Cl)cc2)cc1
→ -0.1, -38, -0.8, 6, -3.0, -1.1, -1.3, -3, 3.9, -14, 0
CN(CC(=O)NC(=O)NC(C)(C)C)CC(=O)Nc1ccccc1Cl
→ 1.3, -1, 0.3, -6, -3.7, -0.6, -1.1, 0, 1.2, -7, 0
O=C(CCc1ccccc1)NNC(=O)c1ccccc1C(=O)O
→ -1.8, 1, 0.1, -3, -3.1, 0.1, -1.6, -1, -0.3, 2, 2
CCc1cc(-c2nnn(CCC3COCCO3)c2CC)cc(CC)c1-c1cn(Cc2ccc3ccccc3c2)nn1 (configuration not stated)
→ -2.3, -2, -3.6, 9, -4.9, -3.5, -2.2, -14, -1.4, 7, -5
N/C(Cc1ccccc1Sc1ccccc1)=N\O
→ -1.6, 5, -0.4, -3, 2.5, -2.0, -1.5, -3, 1.2, 1, -2
CCCCOc1ccc(-c2nnn(CCC(=O)N3CCOCC3)n2)cc1
→ 0.1, 10, -0.6, 1, 4.4, 0.0, -1.1, -5, 1.6, -3, 5
O=[N+]([O-])c1ccc(SN2CCCCC2)c([N+](=O)[O-])c1
→ x, 9, 0.5, -5, -0.4, -2.5, -1.1, 2, x, 1, -5
CCC(=O)c1cn(CC(=O)NCC2CCCO2)c2ccccc12 (configuration not stated)
→ 3.0, 1, 0.1, 8, 0.7, -0.1, -0.7, 3, 1.6, -4, 8
CC(=O)Nc1ccc(S(=O)(=O)NCC(=O)NCCCc2ccccc2)cc1
→ -2.0, 6, -0.1, -2, -3.6, 0.4, -1.2, -3, 1.7, -4, -3
CCOc1ccccc1NC(=O)C1CCN(S(=O)(=O)c2c(C)nn(C)c2C)CC1
→ 0.6, 0, 1.0, 3, -4.8, -1.8, -1.2, 0, 0.7, 3, 2
COc1ccc2nc(SCCC(=O)O)cc(C)c2c1
→ 0.8, 4, -0.5, -26, 0.1, -0.5, -0.3, 15, 3.9, -3, -3
CCOc1ccccc1NC(=O)CCS(=O)(=O)c1ccc2c(c1)CC(C)N2C(C)=O (configuration not stated)
→ 0.0, -4, 0.2, 5, -1.8, -2.3, -0.2, 9, -0.1, 1, -4
Cc1nc(SCCOc2ccc(F)cc2)c2ccccc2n1
→ -1.7, -3, -0.1, -1, -3.7, -1.0, -1.5, 8, 0.8, 2, -2

Screening data deposited in PubChem by several laboratories.
